# PGC1a acetyl inh – PGC1a acetylation modulation, inhibitor mode | U2OS PGC1a acetylation, AlphaScreen anti-acetyl-lysine; with virally co-expressed GCN5 acetyltransferase | inhibition, % at 15.6 µM | actives 0.17% (n = 350,000) | AID 651687;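 active means every replicate shows inhibition of at least 40%; inconclusive means mean inhibition at least 40% but some replicate below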;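 further: 0% = neutral control wells and 100% = positive control wells; some results beyond the cut were filed as inactive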
# PglD inh – blocks C. jejuni PglD acetyltransferase activity | inhibition, % at 12.5 µM | actives 0.098% (n = 360,000) | purified PglD enzyme, DTNB colorimetric CoA detection; in the data active means inhibition above about 16%, passing the limit was not always enough; inconclusive means no clear call, values can overlap the other calls; further: strong numbers were not always called active
# FN deposition inh – fibronectin deposition inhibition; AH1F fibroblasts, Alexa488-fibronectin deposition fluorescence, overnight; inhibition, % at 12.6 µM; actives 0.086% (n = 350,000);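 active means mean inhibition across replicates of 30% or more, regardless of how many single replicates reach that level; inconclusive means mean under 30% yet at least half of replicates reach 30%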;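 further: positive control wells lacked labelled fibronectin entirely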
#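 Test system: AH1F fibroblast monolayer depositing Alexa488-labelled fibronectin into matrix. Input: 10000 cells per well. Technique: fluorescence, ex 485 nm, em 525 nm. Buffer or medium: DMEM plus 2% serum, read in PBS. Timing: 1 h cell adhesion before compound, then overnight fibronectin incubation. Compound: single dose, pinned. Read-out basis: inhibition from reduced deposited-fibronectin fluorescence.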
# C2C12 statin – suppressors of simvastatin-induced myotoxicity in C2C12 myotubes. rescue of ATP level, % at 7.49 µM. actives 0.78% (n = 330,000). ATP luminescence, 48 h; scaled: DMSO 0, geranylgeraniol control 100;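 active means mean ATP rescue above about 67%, or every replicate alone reaching that limit, limit read from the data, passing the limit was not always enough; inconclusive means no clear call, values can overlap the other calls; inactive means mean under the limit and some replicate under it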;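 further: myotubes were challenged with 10 µM simvastatin during compound exposure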
# Cneo AK release – Cryptococcus neoformans lysis via adenylate kinase release; C. neoformans lysis, adenylate kinase release luminescence, 4 h; normalised: neutral wells 0, clomiphene wells 100; lysis activity, % at 15 µM; actives 0.2% (n = 360,000); AID 651654;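 active means mean lysis activity across replicates of at least 80%, whatever share of replicates individually reach that level; inactive means mean lysis activity below 80%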
#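 Signal: Adenylate kinase release luminescence | Assay system: Log-phase Cryptococcus neoformans yeast cells | Input: Cells at 5 × 10^6 per mL | Buffer or medium: Fresh YPD growth medium | Compound: Single dose | Schedule: Static 4 h at 37 °C with compound, 1 h detection | Controls: Clomiphene | Read-out: Luminescence rise reflecting yeast cell lysis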
# miR-122 sensor – inhibitors of miR-122 in Huh7 cells; actives 0.3% (n = 340,000); Huh7 miR-122 Renilla luciferase sensor, 48 h; neutral wells = 0, positive control = 100; activation (reporter increase), % at 12.5 µM; AID 602342;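 active means mean replicate activation score at least 90 and every replicate individually at or above 90; inconclusive means only one of the two criteria met; inactive means neither criterion met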;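 further: higher luciferase means less miR-122 activity so hits act as miR-122 inhibitors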
# F508del corr – correctors of CFTR F508del function in bronchial epithelial cells; CFBE cells, YFP halide quenching; stimulated with forskolin plus potentiator P3; % fluorescence drop versus neutral controls; activity (quench increase), % at 7.58 µM; actives 0.36% (n = 350,000);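 active means mean added fluorescence quench of at least 8% versus neutral control, with both replicates also reaching 8%; inconclusive means only one of the mean or replicate conditions met; inactive means mean below 8% and not both replicates reaching 8%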;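 further: cells transiently co-express mutant CFTR-F508del with the halide-sensitive YFP; corrector assay measuring rescue of mutant channel to the surface after 24 h compound exposure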
# INS-1E GSIS act – primary screen for activators of insulin secretion dependent on glucose, INS-1E cells, GLuc reporter luminescence | INS-1E GLuc reporter insulin secretion, 2-3 h | activation, % at 16.6 µM | actives 0.61% (n = 370,000) | AID 743287;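 active means lowest replicate activation of at least 40%, so every replicate reaches that level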;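 further: 0% = median of neutral control wells and 100% = median of IBMX positive control wells; some compounds called inactive have numbers as strong as hits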
# Active calls of the source: *; u = inconclusive; x = not tested or not shown; & = joins results of further samples; [ ] = remark or other dose.
SMILES,PGC1a acetyl inh,PglD inh,FN deposition inh,C2C12 statin,Cneo AK release,miR-122 sensor,F508del corr,INS-1E GSIS act
Cc1nc2sc(C(c3cccc(F)c3)N3CC(C)OC(C)C3)c(O)n2n1 (stereo unspecified),-3,-3,x,x,0,23,x,7
COC(=O)CNC(=O)C12CC3CC(C1)CC(c1ccc(C)cc1)(C3)C2,2,2,8,5,0,4,2.7,x
COc1ccc2ccccc2c1CNCc1ccc(C)cc1,-2,-2,-1,-35,-3,-15,0.7,-6
CC(Sc1nnnn1C)C(=O)Nc1ccc(Oc2ccccc2)cc1 (stereo unspecified),5,2,-3,8,0,4,x,-4
Cc1ccc(N=Cc2c(O)n(C)c(=O)n(C)c2=O)nc1,x,0,1,1,0,-2,x,x
Cc1ccc(S(=O)(=O)N2CCN(C(=O)c3c(C)nn(-c4ccccc4)c3Cl)CC2)cc1,-11,4,x,27,2,-4,x,x
COc1ccc(NC(=S)NCC(c2cccnc2)N2CCOCC2)cc1 (stereo unspecified),0,x,x,-7,x,-8,x,-10
CCC(C)(C)NC(=O)CN(CC1CCCO1)C(=O)CNS(=O)(=O)c1ccccc1 (stereo unspecified),x,3,-1,5,-2,-1,0.1,16
CCn1c(=O)cc(SCC(=O)N2CCC(C)CC2)c2ccccc21,-11,x,14,19,x,4,x,-2
COc1ccc(O)c(/C=N/NC(=O)c2ccc(N3CCCC3=O)cc2)c1,-3,-4,18,u,0,-9,8.0*,-1
S=C(Nc1ccc(Oc2ccccc2)cc1)NC1CCCCC1,-4,2,1,25,6,55,x,x
Cn1ccc2c(N(Cc3ccccc3)Cc3ccccc3)cc3c(c21)C1CCC3O1 (stereo unspecified),-5,1,2,9,4,10,-1.0,3
COc1ccc(CN2C(=O)C(O)(CC(=O)c3c(C)n[nH]c3C)c3ccccc32)cc1OC (stereo unspecified),x,-3,-1,10,0,21,x,x
Cc1c(NC(=O)CSc2nnc(-c3ccncc3)n2C)c(=O)n(-c2ccccc2)n1C,7,-6,-10,3,0,-2,-1.9,10
Cn1c(=S)[nH]c2ccccc21,-25,0,3,5,0,-17,x,x
C[C@@H](NC(=O)C[C@@H]1C[C@H]2c3cc(NC(=O)c4ccc5c(c4)OCO5)ccc3O[C@H]2[C@H](CO)O1)c1ccccc1,-10,-1,x,2,-22,1[16.7 µM],-1.7,-19
CC(=O)N1CCN(S(=O)(=O)c2cccc(C(=O)Nc3ccc4c(c3)OCO4)c2)CC1,-54,x,2,x,x,-8,-0.5,1
COc1cccc(NC(=O)CN(C)C(=O)c2ccccn2)c1,-2,-2,2,1,-2,-8,-0.6,2
C[C@@H]1CCCCO[C@H](CN(C)C(=O)Nc2ccc(F)cc2)[C@@H](C)CN([C@H](C)CO)C(=O)c2cc(NS(=O)(=O)c3cn(C)cn3)ccc2O1,-7,-1,5,x,0,7[16.7 µM],-4.1,24
COc1ccccc1N(C)S(=O)(=O)c1ccc(C(=O)Nc2cc(OC)c(OC)c(OC)c2)cc1,-2,-6,-1,-4,-2,-7,-1.8,-24
CC1CC1C(=O)NCCc1ccc(Cl)cc1 (stereo unspecified),x,-2,-9,x,0,-10,x,11
CN1CCN(C(=O)C[C@H]2C=C[C@@H](NC(=O)Nc3ccccc3F)[C@H](CO)O2)CC1,3,6,-7,-10,-19,x,1.8,9
CO[C@H]1CN(C)C(=O)c2ccc(NC(=O)c3ccc(-c4ccccc4)cc3)cc2OC[C@@H](C)NC[C@@H]1C,-5,x,8&23,-250,x,x,-5.2,-2&21
CCN(CC)S(=O)(=O)c1cccc(C(=O)NCCc2ccccc2)c1,1,0,x,-45,-2,39,x,-12
CCOC(=O)C(CC)Sc1nnc2n1C(C)(C)Cc1ccccc1-2 (stereo unspecified),-1,-5,-26,8,x,-18,x,10

# Record cards (already shown).
# Shown for `Cc1ccc(S(=O)(=O)N2CCN(C(=O)c3c(C)nn(-c4ccccc4)c3Cl)CC2)cc1` → PGC1a acetyl inh = -11; PglD inh = 4; FN deposition inh = x; C2C12 statin = 27; Cneo AK release = 2; miR-122 sensor = -4; F508del corr = x; INS-1E GSIS act = x
# Shown for `Cn1c(=S)[nH]c2ccccc21` → PGC1a acetyl inh = -25; PglD inh = 0; FN deposition inh = 3; C2C12 statin = 5; Cneo AK release = 0; miR-122 sensor = -17; F508del corr = x; INS-1E GSIS act = x

# More entries
SMILES,PGC1a acetyl inh,PglD inh,FN deposition inh,C2C12 statin,Cneo AK release,miR-122 sensor,F508del corr,INS-1E GSIS act
Cc1ccc(C(=O)COC(=O)CCNS(=O)(=O)c2ccccc2F)cc1,2,-7,-18,-18,-1,-8,0.2,-25
CC(C)CC#Cc1ccc2c(c1)O[C@@H](CN(C)C(=O)Cc1cccnc1)[C@@H](C)CN([C@H](C)CO)S2(=O)=O,7,-4,8,-3,3,x,-0.4,-34
CC(=O)c1c(C)[nH]c(C(=O)NCC2CCCCC2)c1C,-1,x,-8,6,0,35,-2.7,-10
O=C(O)c1ccc(NC(=O)C2C3CCC(O3)C2C(=O)O)cc1 (stereo unspecified),x,-5,0,4,1,6,1.5,-29
O=C(NNC(=S)Nc1ccccc1)c1cccnc1,x,6,x,x,-1,x,-0.6,-20
O=C(Nc1cccnc1Cl)C1=NN(c2ccccc2)C(=O)CC1,-8,-3,-8,26,-1,-5,3.2,48*
CCN(C(=O)COC(=O)c1ccc2ccccc2c1)c1c(N)n(Cc2ccccc2)c(=O)[nH]c1=O,9,-2,2,-5,-2,-6,-1.4,0
O=C(CCS(=O)(=O)c1ccc(Br)s1)Nc1ccccc1Br,-4,-1,8,2,0,3,-1.7,10
C(#Cc1ccccc1)C[N+]1(CC#Cc2ccccc2)CCCC1,1,-8,4,x,-2,4,2.0,-11
Cc1cc(C(=O)Cn2nc(C(=O)O)c3ccccc3c2=O)c(C)n1-c1ccccc1,x,9,1,x,-2,6,x,4
O=C(NNC(=O)c1cc(-c2cccnc2)nc2ccccc12)Nc1ccc(Cl)cc1,7,x,13,-38,x,3,0.4,-1
Cc1cc(C)nc(Nc2nc(C(N)c3ccccc3)cs2)n1 (stereo unspecified),-25,-24,12,-10,0,3,-0.2,6
CCOC(=O)CN1C(=O)CSc2ccccc21,2,-2,x,-14,1,-4,-0.5,65
Cc1ccc(C(=O)N/C(=C/c2ccco2)C(=O)NC2CCS(=O)(=O)C2)cc1 (stereo unspecified),4,x,3,x,x,x,-3.0,1
C[C@H](CO)N1C[C@H](C)[C@H](CN(C)C(=O)Nc2ccccc2)Oc2c(NS(=O)(=O)c3ccc(F)cc3)cccc2C1=O,0,-2,x,-33,-1,-6[16.7 µM],0.4,-15
COC(=O)N/N=C(\C)c1cccs1,0,x,0,x,x,x,-2.1,-22
COCCn1c(Cc2ccccc2)nnc1SCC(=O)N1CCCCC1C (stereo unspecified),-2,-3,-11,11,-1,1,x,x
COc1ccc(C(=O)C2CCN(CC(=O)Nc3ccc(C)cc3)CC2)cc1,5,1,-6,3,2,-3,-2.3,-17
CCOC(=O)C1(Cc2ccc(Cl)cc2)CCN(C(=O)c2cc(C)nc(C)n2)CC1,1,3,-8,8,1,-8,1.7,-3
CCOC(=O)CNC=C(C(=O)OCC)C(=O)OCC,-17,-6,x,25,-4,-4,x,-11
Cc1ccc(N(CC(=O)NC2CCCC2)C(=O)c2nsc(Cl)c2Cl)cc1,x,-4,-7,27,7,x,1.2,-19
c1ccc(NN=C2c3ccccc3-c3ccccc32)cc1,-7,-1,5,2,0,22,4.6,3
COCCOc1cc2ncnc(N3CCC(C(=O)O)CC3)c2cc1OCCOC,x,x,1,8,x,x,0.6,17
CCOC(=O)c1cc(C#N)c(N2CCCCC2)nc1-c1ccccc1,-3,-8,x,-20,3,-1,x,-12
COc1cc2ncnc(NCc3ccc(Cl)cc3)c2cc1OC,-5,x,1,x,x,x,0.6,-11

# Part of the list above, bar-delimited:
compound | PGC1a acetyl inh | PglD inh | FN deposition inh | C2C12 statin | Cneo AK release | miR-122 sensor | F508del corr | INS-1E GSIS act
Cc1cc(C)nc(Nc2nc(C(N)c3ccccc3)cs2)n1 (stereo unspecified) | -25 | -24 | 12 | -10 | 0 | 3 | -0.2 | 6
CCOC(=O)CN1C(=O)CSc2ccccc21 | 2 | -2 | x | -14 | 1 | -4 | -0.5 | 65
Cc1ccc(C(=O)N/C(=C/c2ccco2)C(=O)NC2CCS(=O)(=O)C2)cc1 (stereo unspecified) | 4 | x | 3 | x | x | x | -3.0 | 1
C[C@H](CO)N1C[C@H](C)[C@H](CN(C)C(=O)Nc2ccccc2)Oc2c(NS(=O)(=O)c3ccc(F)cc3)cccc2C1=O | 0 | -2 | x | -33 | -1 | -6[16.7 µM] | 0.4 | -15
COC(=O)N/N=C(\C)c1cccs1 | 0 | x | 0 | x | x | x | -2.1 | -22
COCCn1c(Cc2ccccc2)nnc1SCC(=O)N1CCCCC1C (stereo unspecified) | -2 | -3 | -11 | 11 | -1 | 1 | x | x

# Next section:
SMILES,PGC1a acetyl inh,PglD inh,FN deposition inh,C2C12 statin,Cneo AK release,miR-122 sensor,F508del corr,INS-1E GSIS act
COC(=O)c1ccc(N2CCN(C)CC2)c(NC(=O)COc2ccc(OC)cc2)c1,5,6,10,0,-1,18,x,21
COc1ccc(NC2=NC(=S)N(c3ccc(C)cc3)C23CCCCC3)cc1,3,5,-5,x,0,0,x,x
CN(C(=O)c1ccc(-c2nn(C)c(=O)c3ccccc23)cc1)C1CCCCC1,-11,-1,-5,-27,-4,-3,-0.4,-26
CN(C(=O)c1cccc(NC(=O)Cc2ccc(NC(=O)C3CCN(C(=O)c4ccccc4)CC3)cc2)c1)C1CC1,x,5,-4,0,0,x,3.8,-7
CC(C)Oc1ccc(/C=C(\C#N)C(=O)NC2CC2)cc1,9,-3,-3,5,-8,-1,-1.7,6
CCNC(=O)C1(C)CCN(C(=O)c2c(-c3ccccc3)noc2C)C1 (stereo unspecified),1,0,-4,1,-1,-1,-2.3,-5
COc1ccc(-c2oc3ccc(N4CCOCC4)cc3c2C#CC2(O)CCCCC2)cc1,x,-5,-17,6,-2,x,2.5,-5

# Compound activity as filed in PubChem BioAssay.
